NTMT1 inh: NTMT1 methyltransferase inhibition | 59,000 tested, 2.5% active | NTMT1 MTase-Glo SAH luminescence, purified enzyme | Potency, µM (titrated, usually from 114 µM), without a hit: at the highest dose activity change, negative = inhibition, actives largely listed as inhibitors | Q9BV86;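 note: plate controls were DMSO vehicle for no effect and no enzyme for full effect; nearly all actives have a fitted effect of over 65% in size; many of its hits are not listed in these tables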
Target sequence (Q9BV86 whole entry, looked up): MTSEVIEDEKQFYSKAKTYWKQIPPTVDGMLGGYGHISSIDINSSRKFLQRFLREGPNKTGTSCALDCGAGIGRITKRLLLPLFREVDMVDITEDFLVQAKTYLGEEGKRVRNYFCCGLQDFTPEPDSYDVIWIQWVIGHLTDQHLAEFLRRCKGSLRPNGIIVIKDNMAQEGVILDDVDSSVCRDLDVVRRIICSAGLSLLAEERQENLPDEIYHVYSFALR
FH mod: Identification of activators of human fumarate hydratase by quantitative high-throughput screening | FH coupled MDH/diaphorase resazurin fluorescence, 15 min | 54,000 tested, 0.22% active | Potency, µM (series often up to 79.9 µM), for the others: top-dose activity change, negative = inhibition, usual class: inhibitors | Fumarate hydratase, mitochondrial (Homo sapiens), P07954; note: the screen sought activators but most active calls are inhibition curves; nearly all actives have a fitted effect of over 45% in size
Target sequence (P07954 whole entry, looked up): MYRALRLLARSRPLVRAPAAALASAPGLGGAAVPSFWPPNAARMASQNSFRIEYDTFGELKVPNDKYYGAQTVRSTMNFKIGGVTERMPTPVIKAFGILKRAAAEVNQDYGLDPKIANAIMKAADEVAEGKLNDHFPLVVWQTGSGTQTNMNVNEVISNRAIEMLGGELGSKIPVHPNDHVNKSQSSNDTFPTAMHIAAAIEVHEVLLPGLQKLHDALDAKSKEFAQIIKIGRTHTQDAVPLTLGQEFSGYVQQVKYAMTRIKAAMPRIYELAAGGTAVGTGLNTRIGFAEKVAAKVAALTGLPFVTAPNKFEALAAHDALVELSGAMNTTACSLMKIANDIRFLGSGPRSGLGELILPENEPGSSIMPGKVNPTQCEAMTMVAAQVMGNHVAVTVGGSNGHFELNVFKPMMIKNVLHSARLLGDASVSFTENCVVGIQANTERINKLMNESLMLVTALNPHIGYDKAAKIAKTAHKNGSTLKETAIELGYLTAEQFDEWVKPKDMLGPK
Starred values were filed as active, the others as inactive; ? = inconclusive; & = joins results of further samples; ! = not confirmed by another sample; [ ] = remark or other dose. Calls come from the whole dose curve; as a rule, active = well fitted curve in the direction sought with a large enough effect; inconclusive = small, poorly fitted or top-dose-only effect, or another doubt; inactive = no such curve, though single readings can be large; an effect the other way counts as inactive or inconclusive. Unless noted, % is set by controls: 0 for no effect and ±100 for the full control effect; potency is the fitted concentration of half-maximal effect. This is a subset (hit frequency here may not be typical).

1. C[C@@H]1[C@H]2[C@H](O[C@@H]3O[C@H](CO)[C@@H](O)[C@H](O)[C@H]3O)OC=C(C(=O)O)[C@H]2C[C@@H]1O
2. COC(=O)C1=CO[C@@H](O[C@@H]2O[C@H](CO)[C@@H](O)[C@H](O)[C@H]2O)[C@@H]2[C@@H](CO)[C@@H](O)C(O)[C@H]12 (stereo partly specified)
3. CCCCCCOc1cc2c(cc1N(C)c1ncc(C(=O)O)cn1)C(C)(C)CCC2(C)C
4. CCC(C=C[C@@H]1OC(=O)C=C[C@H]1C)=C[C@H](C)CC=CC(C)=C[C@@H](C)C(=O)[C@@H](C)[C@H](O)[C@@H](C)CC(C)=CC(=O)O
5. COc1cccc(C(=O)NCCNc2nc3cc(C)cc(C)c3cc2C#N)c1
6. Oc1ccc(Cl)cc1Cc1cc(Cl)ccc1O
7. Cc1c(CN2CCN(C(=O)C(C)C)CC2)sc2c(N3CCOCC3)nc(-c3cnc(N)nc3)nc12
8. O=C(NC(Cc1cc(=O)[nH]c2ccccc12)C(=O)O)c1ccc(Cl)cc1 (stereo unspecified)

Assay by compound,1,2,3,4,5,6,7,8
NTMT1 inh,36.3%[activator][29.8 µM],14.6%[29.8 µM],8.0%[57.5 µM],1.01µM*,-5.6%[57.5 µM],?,?,11.4%
FH mod,-8.5%[53.3 µM],-7.1%[53.3 µM],1.6%,-12.2%[2.79 µM],-3.4%,?,-6.1%[53.3 µM],-4.4%&0.0%[53.3 µM]

9. CC(=O)O[C@@H]1[C@@H](CO)O[C@@](CO)(O[C@H]2O[C@H](COC(=O)/C=C/c3ccccc3)[C@@H](O)[C@H](O)[C@H]2O)[C@H]1O
10. C=C[C@@]1(C)CCC2C(=CCC3[C@]2(C)CCC[C@@]3(C)C(=O)O)C1 (stereo partly specified)
11. O=C(c1cc(O)c(O)c(O)c1)c1ccc(O)c(O)c1O
12. CC1CCC2(C(=O)O)CCC3(C)C(=CCC4C5(C)C[C@@H](O)[C@@H](O)C(C)(CO)C5CCC43C)C2C1(C)O (stereo partly specified)
13. CCN(c1ccccc1)c1cc(NC)[n+](C)c(C)n1
14. O=C1c2c(O)cc(O)cc2OC(c2ccc(O)c(O)c2)C1O (stereo unspecified)
15. OCCCNc1cc(-c2ccnc(Nc3cccc(Cl)c3)n2)ccn1
16. OCC(O)C(O)C(O)CO (stereo unspecified)

Assay by compound,9,10,11,12,13,14,15,16
NTMT1 inh,-2.2%[29.8 µM],?,31.6µM*,-7.8%[29.8 µM],5.5%,?,4.47µM*,-24.7%[57.5 µM]
FH mod,1.8%[53.3 µM],-3.9%,?,0.7%[53.3 µM],-0.8%[53.3 µM],3.7%&-11.0%[53.3 µM],-13.9%,7.9%[53.3 µM]

17. CC1=C2C[C@H]3OC(=O)[C@H](O)[C@@]4(O)[C@@H](C)[C@@H](O)[C@H](O)C([C@@]2(C)[C@H](O)[C@@H](O)C1)[C@@]34C (stereo partly specified)
18. OC[C@@]1(O)CO[C@H](OC[C@H]2O[C@@H](OC(CCCCc3ccc(O)cc3)CCc3ccc(O)cc3)[C@H](O)[C@@H](O)[C@@H]2O)[C@@H]1O (stereo partly specified)
19. CCC(C)C(=O)OC12C(OC(C)=O)C(C)C3(O)C(C=C(CO)CC4(O)C(=O)C(C)=CC43)C1C2(C)C (stereo unspecified)
20. O=C1C(CCC(O)c2ccc(F)cc2)C(c2ccc(O)cc2)N1c1ccc(F)cc1 (stereo unspecified)
21. O=C1Nc2ccc(Cl)cc2C(C#CC2CC2)(C(F)(F)F)O1 (stereo unspecified)
22. COc1ccccc1[C@@H]1C2=C(CC(C)(C)CC2=O)Nc2n[nH]c(C(F)(F)F)c21
23. C[n+]1ccc(-c2c3nc(c(-c4cc[n+](C)cc4)c4ccc([nH]4)c(-c4cc[n+](C)cc4)c4nc(c(-c5cc[n+](C)cc5)c5ccc2[nH]5)C=C4)C=C3)cc1
24. Cc1ccc(C(=O)c2ccc(CC(=O)O)n2C)cc1

Assay by compound,17,18,19,20,21,22,23,24
NTMT1 inh,0.1%[29.8 µM],11.4%[12.6 µM],4.8%[29.8 µM],-10.6%[57.5 µM],14.2%[57.5 µM],?,14.1µM*,-5.7%[57.5 µM]
FH mod,3.6%[53.3 µM],5.4%[20.6 µM],8.3%[53.3 µM],-1.3%[53.3 µM],-11.1%[53.3 µM],-3.1%,5.8%,-6.8%[53.3 µM]

25. CC1(C)CC2=C3C=CC4C5(C)CCC(O)C(C)(C)C5CCC4(C)C3(C)CCC2(C)C(O)C1 (stereo unspecified)
26. CCNc1cc(NC2CCC(O)CC2)nc(Nc2ccc3c(ccn3Cc3ccccc3)c2)n1 (stereo unspecified)
27. CC(C)C(=O)c1c(C(C)C)nn2ccccc12
28. CCc1c[nH]c2ncnc(N3CC[C@](N)(CNC(=O)c4ccc(F)cc4F)C3)c12
29. CC1(C)[C@@H]2CC=C(CO[C@@H]3O[C@H](CO[C@@H]4OC[C@H](O)[C@H](O)[C@H]4O)[C@@H](O)[C@H](O)[C@H]3O)[C@H]1C2
30. CC(=O)N[C@@H](CC(C)C)C(=O)O
31. CC(=O)O[C@H]1[C@H](O[C@H]2[C@@H]3C=CO[C@@H](O[C@@H]4O[C@H](CO)[C@@H](O)[C@H](O)[C@H]4O)[C@@H]3[C@@]3(CO)O[C@@H]23)O[C@@H](C)[C@H](OC(=O)/C=C/c2ccccc2)[C@H]1OC(=O)/C=C/c1ccccc1
32. CN1CCN(c2ccc(-c3cccc(CN4CCOCC4)c3)cc2NC(=O)c2c[nH]c(=O)cc2C(F)(F)F)CC1

Assay by compound,25,26,27,28,29,30,31,32
NTMT1 inh,-1.7%[29.8 µM],?,19.4%[57.5 µM],-3.7%[57.5 µM],17.5%[29.8 µM],16.4%[57.5 µM],7.6%[12.6 µM],5.5%[29.8 µM]
FH mod,-8.3%[53.3 µM],13.7%[53.3 µM],-25.2%&-4.0%[53.3 µM],5.3%,0.6%[53.3 µM],1.8%[53.3 µM],-0.9%[20.6 µM],0.4%[53.3 µM]

33. C[C@@]1(O)[C@H](O)[C@@H](CO)O[C@H]1n1cnc2c(=O)[nH]c(N)nc21
34. O=C(O)CC(=O)OC[C@H]1O[C@@H](Oc2ccc3c(c2)OC[C@H]2c4cc5c(cc4O[C@@H]32)OCO5)[C@H](O)[C@@H](O)[C@@H]1O
35. CC(=O)OCC1OC(O[C@H]2CC[C@@]3(C)C(CC[C@]4(C)C3CC=C3[C@@H]5CC(C)(C)CC[C@]5(C(=O)O)CC[C@]34C)[C@]2(C)CO)C(O)C(O)C1OC1OC(C)C(O)C(OC2OCC(O)C(O)C2O)C1O (stereo partly specified)
36. Nc1ccc(C(=O)NCC(=O)O)cc1
37. CC1=CC(=O)C(=C(C)C)CC2C1CCC2(C)O (stereo unspecified)
38. CO[C@H]1C[C@@H]2CC[C@@H](C)[C@@](O)(O2)C(=O)C(=O)N2CCCC[C@H]2C(=O)O[C@H]([C@H](C)C[C@@H]2CC[C@@H](OP(C)(C)=O)[C@H](OC)C2)CC(=O)[C@H](C)/C=C(\C)[C@@H](O)[C@@H](OC)C(=O)[C@H](C)C[C@H](C)/C=C/C=C/C=C/1C
39. COc1cc2c(Nc3ccc(Br)cc3F)ncnc2cc1OCC1CCN(C)CC1
40. CN(C)CCOc1cc(NS(=O)(=O)c2c(Cl)cc(C(F)(F)F)cc2Cl)ccc1Cl

Assay by compound,33,34,35,36,37,38,39,40
NTMT1 inh,19.3%[57.5 µM],9.6%[29.8 µM],12.1%[12.6 µM],-2.4%[57.5 µM],-8.0%[57.5 µM],5.3%[29.8 µM],35.5µM*!,5.1%[57.5 µM]
FH mod,0.4%,0.0%[53.3 µM],-0.8%[20.6 µM],1.1%[53.3 µM],6.7%,-7.8%[53.3 µM],1.7%,0.4%

41. CC1(C)CN(C(=O)c2ccc(-c3cccc4nc(NC(=O)C5CC5)nn34)cc2)C1
42. CCOc1ccccc1O[C@H](c1ccccc1)[C@H]1CNCCO1
43. Cc1cc2sc(NC(=O)Cc3ccccc3)nc2cc1Cl
44. NC(=O)c1cccc2cn(-c3ccc([C@@H]4CCCNC4)cc3)nc12
45. CN1CCN(C2Cc3ccccc3Sc3ccc(Cl)cc32)CC1 (stereo unspecified)
46. O=C(Oc1ccccc1)c1ccccc1O
47. CC1=C2C(=O)C=C(CO)[C@@H]2[C@H]2OC(=O)[C@H](C)[C@@H]2[C@@H](O)C1
48. CCCCCN=C(N)NN=Cc1c[nH]c2ccc(OC)cc12

Assay by compound,41,42,43,44,45,46,47,48
NTMT1 inh,8.0%,-1.3%[57.5 µM],6.8%[57.5 µM],31.6µM*!,?,14.2%[57.5 µM],3.7%[57.5 µM],9.7%[57.5 µM]
FH mod,-5.0%,2.0%[53.3 µM],8.4%,-0.1%,-14.4%&-9.5%[53.3 µM],-6.9%[53.3 µM],26.2%,3.3%[53.3 µM]

Quoted at random: five compounds from above, in no set order.
43. Cc1cc2sc(NC(=O)Cc3ccccc3)nc2cc1Cl
42. CCOc1ccccc1O[C@H](c1ccccc1)[C@H]1CNCCO1
44. NC(=O)c1cccc2cn(-c3ccc([C@@H]4CCCNC4)cc3)nc12
41. CC1(C)CN(C(=O)c2ccc(-c3cccc4nc(NC(=O)C5CC5)nn34)cc2)C1
47. CC1=C2C(=O)C=C(CO)[C@@H]2[C@H]2OC(=O)[C@H](C)[C@@H]2[C@@H](O)C1

Assay by compound,43,42,44,41,47
NTMT1 inh,6.8%[57.5 µM],-1.3%[57.5 µM],31.6µM*!,8.0%,3.7%[57.5 µM]
FH mod,8.4%,2.0%[53.3 µM],-0.1%,-5.0%,26.2%

More entries.
49. C/C(=C\CCC(C)CCO)C(=O)OC[C@H]1O[C@@H](O[C@@H]2OC=C(C(=O)O)[C@H]3CC[C@](C)(O)[C@@H]23)C(O)[C@@H](O)C1O (stereo partly specified)
50. NC(=O)C1(N2CCCCC2)CCN(CCCN2c3ccccc3CCc3ccc(Cl)cc32)CC1
51. Nc1ccn([C@@H]2C(F)=C(CO)[C@@H](O)[C@H]2O)c(=O)n1
52. Cn1ccc(NC(=O)c2cc(Oc3ccc(C(=O)N4CCC4)c(F)c3)c3c(c2)OC(C)(C)C3)n1
53. C/C=C/C=C/C(=O)N1CC[C@]23c4ccccc4N[C@H]4N(C)c5cccc6c5[C@@]42CCN([C@H]6C2OC2(C)C)[C@H]13 (stereo partly specified)
54. CNC(=O)c1ccccc1Nc1nc(Nc2ccc3c(c2OC)CCC[C@@H](N2CCN(CCO)CC2)C3)ncc1Cl
55. CC(=O)CCC1=C(C)C(O[C@@H]2O[C@H](CO)[C@@H](O)[C@H](O)[C@H]2O)C(O)CC1(C)C (stereo partly specified)
56. CCN1CCN(Cc2ccc(NC(=O)c3ccc(C)c(NC(=O)c4cncc(-c5cccs5)c4)c3)cc2C(F)(F)F)CC1

Assay by compound,49,50,51,52,53,54,55,56
NTMT1 inh,-23.1%[29.8 µM],-4.3%[57.5 µM],?,14.3%[57.5 µM],4.5%[29.8 µM],?,3.2%[29.8 µM],-15.2%
FH mod,-8.2%[53.3 µM],-14.5%[53.3 µM],-2.9%,1.8%,-9.0%[53.3 µM],-3.3%,-1.7%[53.3 µM],-13.8%

57. CC(=O)OC1C(c2ccccc2)CCC(c2ccccc2)C1OC(C)=O (stereo unspecified)
58. OCCN1CCN(CCCN2c3ccccc3C=Cc3ccccc32)CC1
59. Cn1cc[nH]c1=S
60. CC(S)C(=O)NCC(=O)O (stereo unspecified)
61. O=S(=O)(NC1CCNCC1)c1cc(S(=O)(=O)c2ccccc2)ccc1C(F)(F)F
62. CN1CC2CN(c3ccc4oc5ccccc5c(=O)c4c3)CC2C1 (stereo unspecified)

Assay by compound,57,58,59,60,61,62
NTMT1 inh,1.4%[29.8 µM],-2.5%[57.5 µM],?,23.8%,?,-1.1%[29.8 µM]
FH mod,-2.7%[53.3 µM],-14.1%&6.5%[53.3 µM],-2.3%[53.3 µM],5.5%&0.8%[53.3 µM],4.2%,0.8%[53.3 µM]

In the list so far, 2 contain a thiophene ring, fused or not:
7. Cc1c(CN2CCN(C(=O)C(C)C)CC2)sc2c(N3CCOCC3)nc(-c3cnc(N)nc3)nc12
56. CCN1CCN(Cc2ccc(NC(=O)c3ccc(C)c(NC(=O)c4cncc(-c5cccs5)c4)c3)cc2C(F)(F)F)CC1

Assay by compound,7,56
NTMT1 inh,?,-15.2%
FH mod,-6.1%[53.3 µM],-13.8%

Source: PubChem BioAssay
